OXTR potentiate = potentiators of human oxytocin receptor; P30559; CHO-OTR cells, Fluo-8 calcium fluorescence, potentiator mode; 0% = oxytocin EC15, 100% = EC100; activation, % at 3 µM; 320,000 tested, 0.061% active;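 active = activation above that plate's cutoff, the mean activation of tested compounds plus 3 SD, cut at about 6.6% in these data, passing the limit was not always enough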;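 note: 100% uses oxytocin at 75 nM as the full agonist control; some results filed as inactive read as strong as hits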
Target sequence (P30559 whole entry, looked up): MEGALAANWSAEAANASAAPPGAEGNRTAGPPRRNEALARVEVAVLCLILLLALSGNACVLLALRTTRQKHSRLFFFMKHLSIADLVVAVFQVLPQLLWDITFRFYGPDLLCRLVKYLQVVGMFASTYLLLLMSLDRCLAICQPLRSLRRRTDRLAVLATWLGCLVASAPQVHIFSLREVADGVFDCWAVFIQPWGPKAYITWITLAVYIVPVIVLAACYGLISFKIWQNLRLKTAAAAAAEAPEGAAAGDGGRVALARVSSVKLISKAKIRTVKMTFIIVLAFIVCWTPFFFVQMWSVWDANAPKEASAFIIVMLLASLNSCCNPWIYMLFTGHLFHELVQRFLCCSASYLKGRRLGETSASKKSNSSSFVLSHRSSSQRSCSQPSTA
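Dosing: Single dose, 3.0 µM nominal final compound concentration | Material: Human OTR in CHO cells | Technique: Kinetic Fluo-8 calcium fluorescence | Benchmarks: EC15 oxytocin alone as 0%, 75 nM oxytocin as 100% | Probe or stimulus: Oxytocin at about EC15, sub-maximal agonist stimulus | Incubation: Compound 6 min at room temperature before oxytocin, 100 s read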
M1 ag = human M1 muscarinic receptor agonism | activation, % at 3 µM | 360,000 tested, 0.33% active | CHO-K1 hM1, Fluo-8 calcium fluorescence, agonist mode; 0% DMSO, 100% acetylcholine EC100 | P11229;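 active = activation above the run's mean compound activation plus 3 SD, cut at about 16% in these data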;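 note: peak over basal fluorescence ratio within a 140 s kinetic read after compound addition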
Target sequence (P11229 whole entry, looked up): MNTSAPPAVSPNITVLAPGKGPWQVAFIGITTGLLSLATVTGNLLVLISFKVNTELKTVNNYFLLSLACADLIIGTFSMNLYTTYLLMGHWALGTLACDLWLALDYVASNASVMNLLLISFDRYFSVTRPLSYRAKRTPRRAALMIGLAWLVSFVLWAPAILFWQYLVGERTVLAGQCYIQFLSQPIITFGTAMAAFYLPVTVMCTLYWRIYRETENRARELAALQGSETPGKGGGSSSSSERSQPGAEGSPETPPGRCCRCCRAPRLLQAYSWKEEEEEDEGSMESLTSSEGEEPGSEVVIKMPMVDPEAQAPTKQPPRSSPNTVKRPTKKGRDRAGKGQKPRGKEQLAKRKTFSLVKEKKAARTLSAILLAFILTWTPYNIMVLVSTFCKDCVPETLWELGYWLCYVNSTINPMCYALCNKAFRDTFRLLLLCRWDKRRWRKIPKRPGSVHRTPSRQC
V1R ag counter = V1a receptor agonism, counter-screen for OXTR agonists | 320,000 tested, 0.25% active | CHO-V1R cells, Fluo-8 calcium fluorescence, agonist mode; 0% DMSO, 100% 3 nM vasopressin | activation, % at 3 µM;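 active = activation above the mean activation of all tested compounds plus 3 SD, per screening run, cut at about 20% in these data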;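 note: signal is peak over basal fluorescence ratio across a 100 second FLIPR read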
TAAR1 antagonist = human TAAR1 antagonism. Q96RJ0. CHO RD-HGA16 TAAR1, Fluo-8 calcium fluorescence, antagonist. inhibition, % at 3 µM. 360,000 tested, 1.5% active. AID 624466;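 active = inhibition above a per-plate cutoff, the mean inhibition of test compounds on that plate plus 3 SD, cut at about 49% in these data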;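 note: 0% = DMSO plus EC80 beta-PEA response and 100% = DMSO alone without agonist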
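Test system: RD-HGA16 CHO cells with stable hTAAR1 and Gα16 / Probe or stimulus: EC80 β-phenethylamine stimulus / Times: seeding 17-24 h prior, 75-min 37 °C, 30-min RT dye loading / Detection: Fluo-8 calcium-sensitive fluorescence / Read-out basis: % inhibition scaled between DMSO and EC80 PEA controls / Repeats: singlicate, one well per test compound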
OXTR ag = agonists of human oxytocin receptor. activation, % at 3 µM. 320,000 tested, 0.32% active. CHO-OTR cells, Fluo-8 calcium fluorescence; normalized: DMSO 0%, oxytocin 100%. AID 2435;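 active = activation above the mean of all tested compounds plus 3 SD, cutoff set per screening run, cut at about 20% in these data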;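 note: peak over basal fluorescence ratio from a 100 s FLIPR kinetic read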
M1 antag = blocks human M1 muscarinic receptor. P11229. inhibition, % at 3 µM. 360,000 tested, 1.3% active. CHO-K1 hM1, Fluo-8 calcium fluorescence, ACh EC80 antagonist;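 active = percent inhibition above its own plate's cutoff, namely the mean of that plate's compound wells plus 3 SD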;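 note: peak over basal fluorescence ratio during 140 s after agonist addition; 0% = ACh EC80 plus DMSO and 100% = DMSO alone without agonist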
CHO parental Ca = signal in parental CHO cells, OX1R antagonist counter-screen. inhibition, % at 5.6 µM. parental CHO-K1, ATP-induced calcium, Fluo-8 fluorescence. 330,000 tested, 0.63% active. AID 463079;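 active = inhibition above that plate's mean sample inhibition plus 3 SD, cut at about 26% in these data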;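 note: 0% = ATP-challenged DMSO wells and 100% = DMSO wells without ATP; some compounds past the cut are filed as inactive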
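material = parental CHO cells | also added = ATP as calcium-mobilizing challenge | dosing = single point at 5.6 µM | detection = intracellular calcium via Fluo-8 no-wash fluorescent dye | read-out = % inhibition | benchmarks = low control ATP plus DMSO, high control DMSO only | repeats = one well per compound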
M1 PAM = positive allosteric modulators of human M1 muscarinic receptor; activation, % at 3 µM; CHO-K1 hM1, Fluo-8 calcium fluorescence, ACh EC20; 0% = ACh EC20, 100% = maximal ACh; AID 588819; 360,000 tested, 0.088% active; P11229; in the data active = activation above about 19%, passing the limit was not always enough
TAAR1 ag = agonists of human TAAR1 | CHO RD-HGA16 TAAR1, Fluo-8 calcium fluorescence; vehicle wells 0%, saturating PEA agonist 100% | activation, % at 3 µM | 360,000 tested, 0.99% active | AID 624467;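 active = activation above the mean activation of all test compounds in the run plus 3 SD, cut at about 38% in these data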
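Assay system: CHO-derived RD-HGA16 cells with stable Gα16 and human TAAR1; timing: 17-24 h seeding, 75 min 37 °C dye, 30 min RT; read-out: % activation from peak over basal fluorescence ratio, DMSO-to-PEA scaled; measured by: kinetic Fluo-8 calcium fluorescence; benchmarks: low control DMSO, high control PEA (EC100); doses: 3 µM single concentration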
Numbers without * were called inactive; nt = not tested or not shown; & = joins results of further samples.

The line under a structure holds: CHO parental Ca, OXTR ag, OXTR potentiate, M1 PAM, V1R ag counter, TAAR1 ag, M1 antag, TAAR1 antagonist, M1 ag
CNc1cccc(-c2cc(OC)c(OC)c(OC)c2)n1
→ nt, nt, nt, 14, nt, -1, -16, -7, -6
O=[n+]1cc(-c2ccccc2)n([O-])c2c1CCC2
→ 8, 1.0, -7, 2, -0.2, 11, -16, 3, -3
O=C(CSc1oc(-c2ccc(F)cc2)nc1S(=O)(=O)c1ccccc1)NCC1CCCO1 (stereo not given)
→ -7, -1.1, -13, 2, 1.1, 3, 0, -14, -3
COc1ccc(C2CC2/C(=N/OC(=O)c2cccs2)c2ccccc2)cc1 (stereo not given)
→ 17, 3.7, -20, -3, 1.4, 25, -27, 48, 0
CC1=C(C(=O)Nc2ccc(C(=O)NCCCN3CCCCC3C)cc2)SCCO1 (stereo not given)
→ nt, nt, nt, -4, nt, 2, 5, 2, -9
Cc1c(N2C(=O)/C(=C3\C(=O)N(CC(=O)O)c4ccccc43)SC2=S)c(=O)n(-c2ccccc2)n1C
→ -3, -0.7, -12, 7, -0.2, 0, -10, -27, -1
Cc1ccc(C(C#N)N2CCOCC2)cc1 (stereo not given)
→ nt, nt, nt, 10, nt, 19, -18, 7, -4
O=C(Cc1ccc(Cl)c(Cl)c1)Nc1ccccc1N1CCOCC1
→ -25, -0.4, -3, 5, 0.0, 4, -3, 18, -4
CCC(=O)N1CCc2cc(S(=O)(=O)N3CCc4ccccc4C3)ccc21
→ -6, 1.3, -12, 3, 1.1, 3, -16, -2, -2
Cc1ccc(NC(=O)C(C)Sc2nc(-c3ccccc3)cc(=O)[nH]2)cc1 (stereo not given)
→ -12, -0.2, -16, 7, -0.4, -1, 0, -12, -1
Cc1nnc(C)c2c(C)n(-c3ccc(Cl)c(N)c3)c(C)c12
→ -11, -0.4, -4, -14, 0.2, -1, 7, 4, -8
CC1(C(=O)Nc2cccc(C(F)(F)F)c2)Cc2c(-c3cccc(C(N)=O)c3)ccnc2O1 (stereo not given)
→ nt, nt, nt, 0, nt, 9, -6, 7, 2
Cc1cc(S(=O)(=O)NCc2ccco2)c(C)s1
→ -11, -0.9, -15, -4, 2.5, 9, 0, -1, -2
Nc1nc(-c2cccnc2)nn1S(=O)(=O)c1ccccc1
→ -6, 1.1, -8, 6, 1.7, 1, -3, 14, -4
COc1ccc(NC(=O)CN2CCN(c3ccccc3)CC2)cc1
→ -12, -0.2, -24, 8, 0.1, 6, 2, -3, -5
O=C1C(Cc2ccccc2)Nc2ncnc(N3CCOCC3)c2N1Cc1ccc(Cl)cc1 (stereo not given)
→ -28, -0.9, -13, 0&1, 1.1, 5&3, 3&-1, 11&2, -7&-5
CCOc1ccccc1OCCCC(=O)N1CCN(S(=O)(=O)c2ccc(Cl)cc2)CC1
→ -16, -1.4, -7, 16, 1.8, 2, 9, -6, -5
COc1ccccc1-c1c(-c2ccc(O)cc2O)n[nH]c1C(F)(F)F
→ 21, 1.1, -3, 8, 0.5, 8, -18, 1, -1
CC(C)(C)NC(=O)Cn1nnc(-c2ccc(OCc3c(F)cccc3Cl)cc2)n1
→ -7, 1.4, -17, -10, 5.9, 1, 3, 31, -6
CCN(C(=O)COC(=O)c1n[nH]c2ccccc12)C1CCS(=O)(=O)C1 (stereo not given)
→ -10, -0.6, 1, -1, 1.0, 2, 3, 4, -5
COc1ccc(NC(=O)C2=C(C)NC(=O)NC2c2cccs2)c(OC)c1 (stereo not given)
→ -3, -1.0, 3, 7, 0.1, 1, -4, -17, -3
CCn1c(Cc2ccccc2)nnc1SCC(=O)Nc1cc(C)on1
→ 0, -0.5, 4, 6, 0.0, nt, -8, nt, -13
CCCCNC(=O)c1cc2c(=O)n3cccc(C)c3nc2n(Cc2ccncc2)c1=N
→ -16, -1.6, -4, -1, -1.0, -2, -2, 0, -7
COc1ccc(/C=N/NC(=O)c2cccnc2)cc1CN1CCCc2ccccc21
→ -22, -1.4, -7, 7, 1.0, 2, -7, -13, -2
C=C(C)CN1CCN(S(=O)(=O)c2ccc(C)c(N(C)S(=O)(=O)c3ccc(C)cc3)c2C)CC1
→ -31, -0.7, -6, -6, -0.1, 0, 0, 8, -10
Cc1ccccc1C(=O)NNC(=O)CCC(=O)Nc1cccc(Cl)c1C
→ -5, -1.9, -1, 2, -0.9, 7, -5, 10, -5
CC(NC(=O)C1=CC=CN2CCS(=O)(=O)N=C12)c1ccc(Cl)cc1Cl (stereo not given)
→ -16, 0.3, -6, 10, 0.4, 15, -7, -13, -4
O=C(/C=C/c1ccc([N+](=O)[O-])cc1)NCc1cccnc1
→ 3, 0.5, -13, 7, 0.5, 5, -9, 0, -4
COc1cc(OC)cc(-n2c3nc4ccccc4nc3c3c(=O)n(CC4CCCO4)cnc32)c1 (stereo not given)
→ -5, -0.6, -7, nt, 0.2, 18, nt, -8, nt
C#Cc1ccc(CN2CCC(C(=O)Nc3ccc(Oc4ccccc4)nc3)CC2)cc1
→ 3, 11, -13, -2, 15, 20, 5, 0, 0

Reprinted from the part before: 2 entries, followed by the next part.
The line under a structure holds: CHO parental Ca, OXTR ag, OXTR potentiate, M1 PAM, V1R ag counter, TAAR1 ag, M1 antag, TAAR1 antagonist, M1 ag
COc1cc(OC)cc(-n2c3nc4ccccc4nc3c3c(=O)n(CC4CCCO4)cnc32)c1 (stereo not given)
→ -5, -0.6, -7, nt, 0.2, 18, nt, -8, nt
C#Cc1ccc(CN2CCC(C(=O)Nc3ccc(Oc4ccccc4)nc3)CC2)cc1
→ 3, 11, -13, -2, 15, 20, 5, 0, 0
CN(C)c1ccc(-n2cccc2)cc1
→ -8, -1.1, -10, -2, -0.9, -1, 12, 2, 0
O=C(Cn1cnc2ccccc2c1=O)N1CCc2ccccc2C1
→ -14, -0.3, -15, 12, -0.3, 9, -20, 16, -5
Cc1cc(NC(=O)Nc2ccc3c(ccn3C)c2)sn1
→ -11, 0.6, -10, -2, 3.0, 2, -20, 20, 2
CCc1ccccc1NC(=O)[C@@H]1CCC(=O)N1C1OC(=O)c2ccccc21 (stereo not given in full)
→ -3, 0.5, -3, 6, 0.6, 4, -8, -22, -4
CCOc1ccccc1-n1c(SCC(=O)N2CCCC2)nnc1-c1ccc(O)cc1
→ -10, 0.6, 0, 4, -0.1, 5, -6, 4, 4
Cc1ccccc1-n1nc(C)c2cc(C(=O)N3CCN(S(=O)(=O)c4ccc(F)cc4)CC3)sc21
→ -15, 3.0, -6, 0, 3.6, 12, -1, 16, -1
CC(=O)NC(CC(=O)N(C)Cc1c(F)cccc1Cl)c1ccccc1 (stereo not given)
→ -16, 0.0, -2, 8, 0.1, 1, -12, -9, -6
COCCNC(=O)C(c1ccc(C)cc1)N(C(=O)CCC(=O)Nc1ccccn1)c1ccc(F)cc1 (stereo not given)
→ -12, -0.2, -9, 2, 0.6, -1, -6, 10, -4
O=C(O)CC/C(=N/NC(=O)c1ccc(-c2ccccc2)cc1)c1ccccc1
→ -6, -0.7, -4, 5, 0.7, 0, -10, 10, -3
CN1C(=O)c2ccc(NC(=O)c3ccc(Cl)cc3Cl)cc2C1=O
→ -11, 1.6, 4, 8, 2.3, -1, -10, 12, 0
COc1cccc(C2=CC(=O)CCC2)c1OC
→ -19, 0.5, 1, 12, -0.5, 0, -7, 12, -4
CC(=O)Nc1ccccc1NC(=O)c1ccccc1-c1ccccc1
→ -8, -1.1, 0, 11, 0.0, 4, -12, -19, 2
CNC(=O)C12CC3CC(CC(Cl)(C3)C1)C2
→ 2, 1.4, 4, -9, 0.5, 4, 10, 6, -5
COc1cccc(/C=C/C(=O)OCC(=O)N2c3ccccc3NC(=O)C2(C)C)c1
→ 4, -1.2, -1, -19, 1.8, 20, 24, 56*, -4
COc1ccc(-n2c(C)ccc2-c2ccccc2)cn1
→ -15, 0.5, 5, 10, 2.0, 2, -15, -27, 3
CC(OC(=O)CN1C(=O)C2CC=CCC2C1=O)C(=O)Nc1ccc(F)cc1Cl (stereo not given)
→ -8, 1.1, -9, 17, 1.0, 1, -19, -13, 0
O=C(COc1cccc(-n2cnnn2)c1)NCCC1=CCCCC1
→ -11, 0.2, -11, -4, 1.4, 6, 13, 2, -5
CCN(CC)CC(=O)Nc1ccccc1SCC(=O)Nc1ccsc1C(=O)OC
→ -29, -3.1, -5, 8, -1.2, 1, -6, 12, -15
CCC(=O)N=c1sc2c(C)cc(C)cc2n1CC(=O)OC
→ -15, -3.0, 3, 6, -1.6, -1, -7, -31, -4
CCCCOc1ccc(C2C(=O)N(C3CCCCC3)CC(=O)N2CC2CCCO2)cc1 (stereo not given)
→ -31, -1.1, -9, 2, -1.5, 8, -9, 20, -5
Cc1ccc(NC(=O)C(C)[n+]2ccccc2)cc1[N+](=O)[O-] (stereo not given)
→ 6, 1.8, -7, -10, 1.1, 2, 14, -9, -10
C=CCn1c(CSCc2ccccc2)nnc1SCC(=O)NCc1ccccc1
→ -24, -0.7, -10, 0, 0.8, 16, 3, 2, -3
CCCn1c(SCC(=O)N2CCN(S(=O)(=O)c3ccc(Cl)cc3)CC2)n[nH]c1=O
→ -15, -0.4, -16, 8, -0.3, 0, -8, 15, -4
COC(=O)C(CCSC)NC(=O)CNS(=O)(=O)c1ccc(F)cc1 (stereo not given)
→ -6, 1.6, -5, 9, 4.8, 15, -14, -3, -3
Cc1cc(/C=N/n2c(COc3ccccc3)nc3ccccc3c2=O)c(O)c([N+](=O)[O-])c1
→ -18, -1.8, -7, 8, 1.8, 0, -7, 41, -7
CN1CCN(CCCOc2ccc(-c3ccccc3)cc2)CC1
→ 9, 14, -23, -9, 6.9, 4, 13, -3, -8
COc1ccc(-c2cccc(-c3cc(=O)oc4ccc(C(C)(C)C)cc34)c2)cc1
→ -19, nt, nt, 10, nt, 2, -15, -19, 0
Cc1ccc(Cn2c(=O)sc3ccccc3c2=O)cc1
→ -28, -1.3, -2, 0, -0.4, -1, 0, -2, -8
CN1CCN(C(=O)c2ccc3ccccc3c2)CC1
→ 3, 0.2, 0, 5, 0.0, 15, -2, 6, -3
COc1ccc(S(=O)(=O)N2CN3CCN(C3)C2)cc1OC
→ -8, 0.6, 2, 17, 0.0, 3, -15, -5, 2
Cc1nc2ccc(NS(=O)(=O)c3c(F)cccc3F)cc2s1
→ 6, 11, -10, 2, 10, 5, -2, 21, 5
COc1ccc(N(C(=O)CNC(=O)c2cccs2)C(C(=O)NCC2CCCO2)c2ccccc2)cc1OC (stereo not given)
→ -13, 0.0, 7, -10, 0.9, 0, 9, 9, 6

Bioassay records: PubChem, The Scripps Research Institute Molecular Screening Center
